Compound activity as filed in PubChem BioAssay.
PNC inhibitor: blocks assembly of the perinucleolar compartment; PC3M PTB-GFP, PNC prevalence imaging, 16 h; active compounds read low; activity change (PNC), negative = inhibition, % at 10 µM; 3.1% of 140,000 active; AID 2417;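 active = readout at or below -70, meaning at least 70% loss of cells showing the perinucleolar compartment, a nuclear body marking cancer cells; inconclusive = readout between -30 and a set limit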;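 also: plate controls were DMSO wells for no effect and camptothecin positive control wells for full effect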
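Compounds are pinned in duplicate onto adhered PC3M cells stably expressing GFP-tagged PTB and incubated 16 h at 37 C. Cells are then fixed, nuclei stained with Hoechst, and PNC-positive cells counted.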
IMPase inh: cell-permeable inhibitors of inositol monophosphatase (IMPase) | CHO-M1 cells, IP1 accumulation, HTRF TR-FRET ratio | 120,000 tested, under 10 active | P97697 | inhibition (IP1 accumulation), % at 46.1 µM; active = well fitted curve in the direction sought with a large enough effect in the signal ratio, not every such curve was filed as active; inconclusive = small, poorly fitted or top-dose-only effect, or a change in a side signal; inactive = no such curve, though single readings can be large or run the other way; the % refers to the signal ratio;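 also: cells stimulated with carbachol in lithium chloride buffer; plate controls were DMSO basal wells for no effect and reference inhibitor wells for full effect; higher means more IMPase inhibition seen as more IP1 and lower FRET ratio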
Target sequence (P97697 whole entry, looked up): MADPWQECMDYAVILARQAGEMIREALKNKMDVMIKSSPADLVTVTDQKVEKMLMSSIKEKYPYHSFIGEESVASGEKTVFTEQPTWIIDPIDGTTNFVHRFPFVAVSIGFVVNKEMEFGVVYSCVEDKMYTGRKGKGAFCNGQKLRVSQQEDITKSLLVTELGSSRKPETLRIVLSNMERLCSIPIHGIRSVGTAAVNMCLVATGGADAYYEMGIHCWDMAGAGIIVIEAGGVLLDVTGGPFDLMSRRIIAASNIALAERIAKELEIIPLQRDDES
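CHO-M1 cells (CHO stably expressing M1 receptor), compound up to 46 uM final, stimulated with carbachol (50 uM as added) in buffer with 50mM LiCl, pH 7.4, 30 min at 37C. Cytosolic IP1 read by TR-FRET; AC50 from Hill fits.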
12-hLO inh: 12-hLO (ALOX12) enzyme inhibition; 0.12% of 150,000 active; Potency, µM (series often up to 57.1 µM), for inactives: at the highest dose activity change, negative = inhibition, most hits filed as inhibitors; P18054; purified 12-hLO, xylenol orange hydroperoxide absorbance; also: potency is read from the fitted curve at half-maximal effect; nearly all actives have a fitted effect of over 55% in size; many of its hits are not listed in these tables
Target sequence (P18054 whole entry, looked up): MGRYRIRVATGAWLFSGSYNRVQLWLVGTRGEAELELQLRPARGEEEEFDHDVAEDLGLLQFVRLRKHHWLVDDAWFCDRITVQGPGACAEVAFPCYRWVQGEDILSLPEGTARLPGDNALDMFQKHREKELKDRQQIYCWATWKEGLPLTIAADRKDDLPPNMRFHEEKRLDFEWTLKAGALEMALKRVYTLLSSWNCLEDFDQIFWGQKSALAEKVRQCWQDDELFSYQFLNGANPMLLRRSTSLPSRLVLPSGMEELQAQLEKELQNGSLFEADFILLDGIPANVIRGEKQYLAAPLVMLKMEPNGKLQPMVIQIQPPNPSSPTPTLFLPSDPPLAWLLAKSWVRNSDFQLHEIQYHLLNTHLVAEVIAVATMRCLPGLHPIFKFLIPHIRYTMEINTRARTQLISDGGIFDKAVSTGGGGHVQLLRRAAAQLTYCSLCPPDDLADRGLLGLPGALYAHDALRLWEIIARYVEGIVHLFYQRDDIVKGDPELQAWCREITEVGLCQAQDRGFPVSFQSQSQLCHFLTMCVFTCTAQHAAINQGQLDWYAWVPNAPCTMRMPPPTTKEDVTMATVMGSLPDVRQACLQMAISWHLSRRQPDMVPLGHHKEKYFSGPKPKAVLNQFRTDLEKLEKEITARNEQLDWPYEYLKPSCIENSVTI
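Lipoxygenase turnover measured by absorbance at 573 and 405 nm after Fe-XO development. Human 12hLO 150 nM, arachidonate 40 uM, pH 7.0 Hepes buffer with detergent; 15 min compound preincubation, 30 min reaction.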
15-hLO-2 inh: inhibitors of human 15-lipoxygenase 2 (ALOX15B); O15296; purified 15hLO-2, xylenol orange hydroperoxide absorbance; Potency, µM (highest dose often 57.1 µM), inactives show at the highest dose activity change, negative = inhibition, actives largely listed as inhibitors; 0.56% of 110,000 active; also: potency is read from the fitted curve at half-maximal effect; nearly all actives have a fitted effect of over 60% in size; many of its hits are not listed in these tables
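Read-out: hydroperoxide product oxidises ferrous iron, measured as xylenol orange complex via the 573-to-405 nm absorbance ratio after 30 min. Reaction: 50 nM enzyme, 15 min compound preincubation, 45 uM arachidonic acid, 90 min RT, Hepes pH 7.5 with Triton X-100.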
* = called active by the depositor; u = inconclusive; x = no result given; [ ] = another dose, or the depositor's remark. Unless noted, calls follow the shape of the dose curve; as a rule, active = well fitted curve in the direction sought with a large enough effect; inconclusive = small, poorly fitted or top-dose-only effect, or another doubt; inactive = no such curve, though single readings can be large; an effect the other way counts as inactive or inconclusive. Unless noted, % is scaled to controls: 0 for no effect and ±100 for the full control effect.

PNC inhibitor	structure	IMPase inh	12-hLO inh	15-hLO-2 inh
-11	COC(CN1C(=O)C(O)=C(C(C)=O)C1c1ccccn1)OC (stereo unspecified)	0	-7%	7%
x	Cc1nc2n(c(=O)c1CCN1CCC(c3noc4cc(F)ccc34)CC1)CCCC2	9[20.6 µM]	-4%[25.6 µM]	10%[25.6 µM]
4	O=C(C1CCN(S(=O)(=O)c2cccnc2)CC1)N1CCCCC1	-4	3%	-3%
16	CCc1ccccc1NC1=NCC(=O)N1Cc1ccc2c(c1)OCO2	u	0%	x
u	CC1(C(=O)NC2CCCCCCC2)CCC(=O)N1Cc1ccco1 (stereo unspecified)	3	-2%	2%
-84*	COc1ccccc1NC(=S)N(Cc1ccco1)Cc1cc2ccc(C)c(C)c2[nH]c1=O	x	-11%	x
7	Cn1nc(-c2ccc(Cl)cc2)c2cc(C(=O)NCC3CCCO3)sc21 (stereo unspecified)	0	-9%	18%
30	Cc1ccc(S(=O)(=O)NC(=O)c2ccc(Br)o2)c(C)c1	x	-1%[0.00818 µM]	-2%[0.0915 µM]
7	CCNC(=S)N/N=C1\CCCCc2ccccc21	x	-9%	x
16	N#Cc1c(C(F)(F)F)cc(C2CC2)nc1N1CCCC1	-3	-6%	-8%
x	COC(=O)C1=C(C)NC(C)=C([N+](=O)[O-])[C@@H]1c1ccccc1C(F)(F)F	-2	-2%[0.00818 µM]	-16%[0.0915 µM]
x	O=C1c2cccc([N+](=O)[O-])c2C(=O)N1c1ncn[nH]1	x	4%[11.4 µM]	0%[11.4 µM]
4	CCOC(=O)c1cc(CC)sc1/N=C/C1=C(O)CC(C)(C)CC1=O	x	-2%	x
42	CCCN1CCC(NC(=O)Nc2ccccc2C(=O)OC)CC1	0	4%	4%
81	CCCCNC(=O)c1onc(CSc2cc(C)cc(C)c2)c1C(=O)O	0	7%	-14%
8	Cc1sc(-n2c(C)cc(/C=N/n3cnnc3)c2C)c(C#N)c1C	11	-3%	u
11	O=C(O)CCC(=O)Nc1ccc(S(=O)(=O)Nc2nccs2)cc1	-4[20.6 µM]	1%	4%
68	CCc1cccc(Nc2cc(C)nc3ncnn23)c1	x	0%	x
46	O=[N+]([O-])c1ccc(Nc2ccc3ccccc3c2)nc1	7[1.84 µM]	-1%	-2%[11.4 µM]
38	O=C(COc1ccccc1)Nc1ncccn1	1	4%	-1%
u	Nc1ncc(Br)cc1Br	x	-1%	x
21	C#CCN(C(=O)Nc1ccccc1)c1ccccc1	x	7%	x
u	CC(=O)Oc1cc2c(C(=O)NCCCN3CCOCC3)c(C)oc2c2ccccc12	-13	3%	19%
-13	CCc1nn(-c2ccccc2)c(N)c1C#N	x	2%	x
28	Cc1ccc(NC(=O)C(C)N2C(=O)c3ccccc3C2=O)cc1 (stereo unspecified)	18	-6%	3%

Next entries follow:
PNC inhibitor	structure	IMPase inh	12-hLO inh	15-hLO-2 inh
-15	Cc1csc(=N)n1CC(=O)N1CCc2ccccc21	0	-1%	5%
17	NC(=O)CN(c1ccccc1)C1SC(=O)N(Cc2ccccc2)C1=O (stereo unspecified)	-3	-4%	12%
30	CCCC1CCc2c(c3ccccc3[nH]c2=O)O1 (stereo unspecified)	-3	-2%	-7%
u	O=C(NC(C(=O)c1ccccc1)N1CCCCCC1)c1ccco1 (stereo unspecified)	-2	2%	x
2	CCn1cc(C(=O)NCc2ccco2)c(=O)c2cc(S(=O)(=O)N3CC(C)CC(C)C3)ccc21 (stereo unspecified)	-2	-7%	2%
-9	CCOC(=O)c1cccc(NC(=O)/C(=C\c2ccccc2)NC(=O)c2ccccc2Cl)c1	3	-3%	0%
0	CC1(c2ccc(Cl)cc2)NC(=O)N(CC(=O)NCc2cccs2)C1=O (stereo unspecified)	x	-1%	x
-23	N#Cc1cn(CC(=O)N2CCc3ccccc3C2)c2ccccc12	-4	-13%	x
39	Cn1nnnc1SCC(=O)NCc1cccs1	u	-5%	x
x	COC(=O)[C@@H]1C[C@@]2(O)[C@@H](O)[C@@H](O)[C@@H](O)C[C@H]2N1Cc1cc(F)ccc1F	x	-11%	-3%
7	CN(C)CCCNc1c2c(c(C#N)c3nc4ccccc4n13)CCC2	10	-7%	6%
u	Cn1c(=O)c2c(nc(N3CCN(Cc4ccccc4)CC3)n2CCSc2ncccn2)n(C)c1=O	9	0%	-4%
44	N#C/C(=C\c1cn(CC(=O)N2CCCCC2)c2ccccc12)C(=O)NCc1ccc2c(c1)OCO2	x	-5%	x
u	CCC(C)(C)NC(=O)CN(C(=O)CNS(=O)(=O)c1ccc(C)cc1)c1ccc2c(c1)OCCO2	3	-11%	-2%
4	O=C(NCCc1c[nH]c2ccccc12)C1Cc2ccccc2CN1C(=O)c1ccco1 (stereo unspecified)	-7	-3%	-7%
u	CCC1CCC(C(=O)NNC(=O)OC)CC1 (stereo unspecified)	x	0%	x
u	C=CCn1c(O)c(CN2CCN(Cc3ccccc3)CC2)c(C)c(C#N)c1=O	0	-6%	5%
25	O=C(NCCC(c1ccccc1)c1ccccc1)c1cnccn1	x	-2%	x
-18	COC(=O)C1(C)CCc2cc(OC)ccc2C1=O (stereo unspecified)	x	-2%	x
41	c1ccc2c(c1)nnn1c3ccccc3nc21	2	5%	-12%
24	Cc1cc(=O)[nH]c(SCC(=O)Nc2nc(-c3ccccc3)c(-c3ccccc3)o2)n1	x	-3%	x
11	Cc1oc(-c2ccc(Cl)cc2)nc1CS(=O)CC(=O)NCc1cccs1 (stereo unspecified)	-1	-12%	-3%
29	O=C(OCc1ccccc1)/C(=C/c1ccc(Cl)cc1)NC(=O)c1ccccc1Cl	6	-4%	-5%
-84*	Cc1c(Cl)cccc1NC(=O)Nc1ccc(C(=O)N2CCCC2)cc1	-8	-2%	x
6	Cc1c(C(C)NC(=O)Nc2ccc(F)cc2F)cnn1C (stereo unspecified)	0	-4%	-1%

Ordered by number of heavy atoms (descending): three of the compounds above.
PNC inhibitor	structure	IMPase inh	12-hLO inh	15-hLO-2 inh
-9	CCOC(=O)c1cccc(NC(=O)/C(=C\c2ccccc2)NC(=O)c2ccccc2Cl)c1	3	-3%	0%
u	C=CCn1c(O)c(CN2CCN(Cc3ccccc3)CC2)c(C)c(C#N)c1=O	0	-6%	5%
-13	CCc1nn(-c2ccccc2)c(N)c1C#N	x	2%	x

Exported with tabs: entries from further up
SMILES	PNC inhibitor	IMPase inh	12-hLO inh	15-hLO-2 inh
CCC(C)(C)NC(=O)CN(C(=O)CNS(=O)(=O)c1ccc(C)cc1)c1ccc2c(c1)OCCO2	u	3	-11%	-2%
O=C(NCCc1c[nH]c2ccccc12)C1Cc2ccccc2CN1C(=O)c1ccco1 (stereo unspecified)	4	-7	-3%	-7%

(next part)
PNC inhibitor	structure	IMPase inh	12-hLO inh	15-hLO-2 inh
7	CC(NC(=O)C(c1ccccc1)c1ccccc1)C(=O)O (stereo unspecified)	11	-1%	-4%
2	O=C(NC1CCCC1)c1ccc2nc[nH]c2c1	-8	4%	-2%
x	COc1ccc(Cl)cc1N=Nc1ncc[nH]1	7	-11%	0%
u	CC1Cc2ccccc2N1C(=O)CSc1nnc(NC(=O)Cc2cccs2)s1 (stereo unspecified)	-3	-2%	-18%
10	COc1cccc(C(c2nnnn2C(C)(C)C)N2CCN(C3CCCCC3)CC2)c1OC (stereo unspecified)	-4	-3%	-7%
x	CC(=O)Nc1c(C)cc(OCC(=O)O)cc1C	x	-4%[11.4 µM]	7%[11.4 µM]
x	CCC1=C2CC[C@H]3C(=O)N(C)C(=O)[C@H]3[C@H]2[C@@]2(Cc3ccccc3)C(=NCC3CC3)OC(=O)N2C1=O	x	-1%	-4%
8	CCn1c2ccccc2c2nnc(SCC(N)=O)nc21	1	-3%	-1%
45	O=C(NCc1ccccc1)c1ccc(S(=O)(=O)N2CCCc3ccccc32)cc1	4	-4%	-2%
32	O=C(Nc1nc2c(s1)CCCC2)c1cccnc1	5	5%	4%
11	O=C(c1ccc(Cl)cc1)c1cnc(Nc2ccccc2Cl)s1	-8	-5%	-8%
u	CCOC(=O)c1csc(NC(=O)COc2ccc(Cl)cc2Cl)n1	x	-2%	x
-15	O=S(=O)(c1ccccc1)N1CCN(S(=O)(=O)c2ccccc2)C1	2	1%	-9%
-8	CCn1c(SCC(=O)Nc2ccc(N3CCOCC3)cc2)nnc1-c1ccc(OC)cc1	2	-3%	6%
2	COc1cc(/C(C)=N/NC(=S)NC(C)C)cc(OC)c1OC	5	-15%	x
57	CC1CN(Cc2cc(=O)n3ccsc3n2)CC(C)O1 (stereo unspecified)	0	1%	-13%
65	O=C(O)C1CCN(c2ncccn2)CC1	3	-7%	3%
-23	O=C(CSc1ncccn1)n1c2c(c3ccccc31)CCCC2	1	-1%	3%
5	Cc1ccc2nc(-c3ccc(NC(=O)CN4CCN(C(=O)c5ccco5)CC4)cc3)sc2c1	-11	-21%	-16%
-16	O=[N+]([O-])c1ccc2sc(SCc3nc4ccccn4c3Br)nc2c1	-4	-4%	x
-10	CCOC(=O)C(CCCCCOc1ccccc1[N+](=O)[O-])C(=O)OCC	x	1%	x
u	Cc1ccc(-c2nn(Cc3ccccc3)cc2/C=C/C(=O)O)cc1	-4	-7%	-5%
x	c1ncc(CC2CCNCC2)[nH]1	1	2%	24%
-21	Cc1cc(C(C#N)c2ccccc2)n2ncnc2n1 (stereo unspecified)	21	-2%	-15%
-19	O=S(=O)(NCCc1ccncc1)c1cc(Br)ccc1F	-4	2%	10%[2.29 µM]

(next part)
PNC inhibitor	structure	IMPase inh	12-hLO inh	15-hLO-2 inh
2	Cc1cc(C)nc(N=Nc2c(O)n(Cc3ccc(Cl)cc3)c3ccccc23)n1	x	2%	x
x	O=c1cc[nH]c(=S)[nH]1	x	-3%	-1%
-29	Cc1cc(C)c2cc(CN(CCO)C(=O)Nc3ccc(F)cc3)c(=O)[nH]c2c1	-1	-3%	9%[2.29 µM]
-28	CN1CCN(/N=C/c2nc(-c3ccccc3Cl)n3ccccc23)CC1	-1	0%	x
-24	COC(=O)c1cc[n+](CC(=O)c2ccccc2)cc1	3	2%	-7%
19	CCN(CC)S(=O)(=O)c1ccc(-c2nnc(SCC(=O)N3c4ccccc4CC3C)n2CC)cc1 (stereo unspecified)	2	-5%	x
-5	Cc1ccc(NC2=C/C(=N/S(=O)(=O)c3cccs3)c3ccccc3C2=O)cc1C	x	-5%	x
u	CC(C)CC(=O)NCCCCc1ccccc1	x	-5%	x
-18	O=C(c1ccccc1S(=O)(=O)NCC(O)COc1ccc([N+](=O)[O-])cc1)N1CCCCC1 (stereo unspecified)	6	5%	-1%
78	CCS(=O)(=O)N1CCCC(C(=O)NCC2CCCO2)C1 (stereo unspecified)	3	-5%	-8%
159	COc1ccccc1C1=NOC(COC(=O)c2ccc(Br)cc2)C1 (stereo unspecified)	x	-1%	x
10	Cc1ccc(CNc2ccc3c(c2)OCO3)c(C)c1	20	-26%	-27%
u	O=C(Nc1ccccc1)N(CCN1CCOCC1)Cc1ccccc1F	4	-2%	5%
-28	Cn1nc(C(=O)Nc2ccc(S(=O)(=O)N3CCCC3)cc2)ccc1=O	5	-1%	4%
4	Cc1cccc(-c2nc3cc(NC(=O)C4CCCO4)ccc3o2)c1 (stereo unspecified)	x	2%	x
u	CC(=O)Nc1nnc(SCC(=O)NCCOc2ccccc2)s1	-4	-2%	-4%
1	Cn1c(/N=C/c2cccs2)nc2ccccc21	-4	5%	-11%
u	COc1cccc(N(CC(=O)N2CCc3ccccc3C2)S(C)(=O)=O)c1	2	-4%	-5%
22	Cc1cc(/C=N/n2c(COc3ccccc3)nc3ccccc3c2=O)c(O)c([N+](=O)[O-])c1	x	-3%	x
-6	CC1CCCCN1C(=S)NCc1ccccc1 (stereo unspecified)	-2	0%	x
27	Clc1ccc(OCCn2cnc3ccccc32)cc1	5	-6%	43%[activator]
-3	O=C1NC2NC(=O)N(C(Cc3ccccc3)C(=O)O)C2N1 (stereo unspecified)	-2	0%	-5%
38	COc1cc(OC)cc(-n2c3nc4ccccc4nc3c3c(=O)n(CC4CCCO4)cnc32)c1 (stereo unspecified)	-3	-1%	u

An excerpt. The share of hits here may be higher or lower than overall.
